BAZ2B block = blocks human BAZ2B; AlphaScreen BAZ2B-H3K14Ac peptide displacement; Potency, µM (titrated, usually from 114 µM), for inactives: at the top dose activity change, negative = inhibition, most hits filed as inhibitors; 4.4% of 360,000 active; AID 504333; further: nearly all actives have a fitted effect of over 60% in size
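In this displacement format the biotinylated H3(5-23) peptide acetylated at Lys14 serves as ligand at 50 nM, with BAZ2B at 50 nM in PBS pH 7.4 containing 0.01% Tween-20. Donor and acceptor beads are 10 ug/mL final.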
G9a block = inhibitors of human histone lysine methyltransferase G9a | Q96KQ7 | G9a H3K9 monomethylation, AlphaScreen, 2 h | Potency, µM (doses to about 102 µM), for the others: at the highest dose activity, negative = inhibition, hits mostly inhibitors | 8.8% of 350,000 active; further: nearly all actives have a fitted effect of over 75% in size
Target sequence (Q96KQ7 913-1193 limits assumed): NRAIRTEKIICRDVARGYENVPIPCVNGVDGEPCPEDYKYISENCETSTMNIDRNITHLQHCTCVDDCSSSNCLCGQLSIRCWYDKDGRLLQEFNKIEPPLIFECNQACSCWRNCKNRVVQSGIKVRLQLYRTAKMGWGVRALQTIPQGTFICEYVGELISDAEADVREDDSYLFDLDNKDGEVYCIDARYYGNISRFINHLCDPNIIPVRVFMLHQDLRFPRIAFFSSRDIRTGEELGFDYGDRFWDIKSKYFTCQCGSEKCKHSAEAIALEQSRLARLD
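Step 1: enzyme (final 20 nM) with compound, 15 min RT. Step 2: substrate peptide 500 nM and SAM 20 uM, 2 h RT. Step 3: anti-H3K9me1 antibody and AlphaScreen beads, 10 min, then plate read.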
Starred values were filed as active, the others as inactive; u = inconclusive; [ ] = dose if it differs, or a comment. The call rests on the fitted dose curve; in most records, active means well fitted inhibition curve with a large enough effect; inconclusive means small, poorly fitted or top-dose-only effect; inactive means no such curve, though single readings can be large or run the other way. On the % scale 0 is the no-effect control and ±100 the full control effect; potency means the concentration at half of the fitted maximal effect. The list is partial; the hit share may differ from the screen's.

Second line of a record – BAZ2B block, G9a block
Cn1c(SCC(=O)NCc2ccc(F)cc2)nc2c([nH]c3ccccc32)c1=O
    -6%, -17%
Cc1cc(C)n2nc(SCc3cc(=O)oc4cc(C)c(C)cc34)nc2n1
    2%, 3%[12.7 µM]
O=[N+]([O-])c1cc(C(F)(F)F)ccc1N/N=C/c1cc2ccccc2nc1Cl
    -5%, -33%[59 µM]
Cc1nn(-c2ccccn2)c2c1C(c1c(F)cccc1Cl)C1=C(N2)c2ccccc2C1=O (centres undefined)
    8.9µM*, u
Cc1[nH]c(C)c(C(=O)O)c1CNC1CCCCC1C (centres undefined)
    4%, 6%[12.7 µM]
Cc1cc(C(=O)CSc2cccc[n+]2[O-])c(C)n1-c1ccc(Br)cc1
    50µM*, 35µM*
CCOc1ccccc1CNC(=O)C1CCCN(c2nc3ccccc3o2)C1 (centres undefined)
    -9%, -15%
O=C(Nc1ccccc1F)c1ccc(O)c2ncccc12
    20µM*, 2%[12.7 µM]
O=C(O)CC1NC(=O)N(c2ccccc2)C1=O (centres undefined)
    31%[activator], -37%[12.7 µM]
O=C(O)C1CCC(N2C(=O)c3c(Cl)c(Cl)c(Cl)c(Cl)c3C2=O)CC1 (centres undefined)
    u, u
Cc1ccc(-c2nnc3c4ccccc4c(C)nn23)cc1NC(=O)CN1CCOCC1
    6%, u
Cc1ccc(S(=O)(=O)CC#CCOC(=O)c2ccc([N+](=O)[O-])cc2)cc1
    u, u
Cc1nn2c(N)csc2nc1=O
    u, 79µM*
CCOC(=O)c1sc(NC(=O)/C=C/c2cnn(C)c2C)c(C(=O)OCC)c1C
    -2%, u
CCOC(=O)c1cnc(SCC(=O)Nc2ccc(N3CCOCC3)cc2)nc1N
    3%, 25µM*
COc1cc([N+](=O)[O-])cc(/C=N/NC(=O)CC#N)c1O
    8.9µM*, 50µM*
Cc1c(CC(=O)N[C@@H](CCCNC(N)=O)C(=O)O)c(=O)oc2cc3oc4c(c3cc12)CCCC4
    11%, -47%
Cc1c(Cc2ccccc2)sc(N)c1C(N)=O
    -29%, 2µM*
CCOCC(=O)Nc1cc(Cl)c(OC)cc1OC
    -16%, 9%
COc1ccc([C@]23Cc4cc(C#N)ccc4C(O2)C2=C(CC4(CCCCC4)OC2=O)O3)cc1
    -28%[22.9 µM], 13%[2.33 µM]
CS(=O)(=O)c1nc(-c2ccco2)cc(C(F)(F)F)n1
    -1%, 32µM*
COC(=O)[C@@H](NC(=O)O[C@H]1C(=O)c2ccc(OC)cc2O[C@@H]1c1ccc2c(c1)OCO2)C(C)C
    -7%, -18%
Cc1nn(-c2ccccc2)c(C)c1-c1cc(C(=O)N/N=C/c2cccnc2)[nH]n1
    -14%, 6%
CCCOc1ccc(C2C(C(=O)c3ccco3)=C(O)C(=O)N2CCN2CCOCC2)cc1OC (centres undefined)
    -11%, u
Cc1nccc2[nH]c(=O)c(C(=O)NC(C)CCc3ccccc3)cc12 (centres undefined)
    1%, -47%
Fc1cccc(CNc2ncnc3ccc(-c4ccccc4Cl)cc23)c1
    -2%, 13%[12.7 µM]
CCCOc1ccc(/C(O)=C2/C(=O)C(=O)N(CCN(CC)CC)C2c2ccncc2)cc1 (centres undefined)
    -19%, -51%[12.7 µM]
Nc1c(S(=O)(=O)c2cccs2)c2nc3ccccc3nc2n1CCc1ccccc1
    -2%, 7%[59 µM]
O=C(CSc1nnc(-c2ccccc2)o1)n1c2c(c3ccccc31)CCCC2
    5%, 22%[59 µM]
Cn1c(=O)c2c(nc(NCc3ccccc3)n2Cc2ccc(F)cc2)n(C)c1=O
    -10%, -5%[59 µM]
C=CCOc1cccc(C2C(C(=O)c3ccc(C)o3)=C(O)C(=O)N2c2nnc(C)s2)c1 (centres undefined)
    u, u
COc1ccc(-c2nnc3sc(-c4ccc(Br)o4)nn23)cc1OC
    2%, -2%
CCc1cc2c(=O)c(-c3nc4ccccc4n3C)c(C)oc2c(CN2CCN(C)CC2)c1O
    8%, 21%[59 µM]
Cc1ccc2nc3c(cc(C(=O)NCc4cccnc4)c(=N)n3C(C)C)c(=O)n2c1
    1%, 40µM*
CCn1c(SCC(=O)c2c(N)n(C)c(=O)n(C)c2=O)nnc1-c1ccccc1
    1%, -29%[59 µM]
O=C(CSc1nnc2c3ccccc3c3ccccc3c2n1)Nc1ccccc1
    -5%[57.1 µM], 45µM*
C#CCOCCOCCOCCNc1nc(N2CCN(C(=O)[C@H](CCC(=O)O)n3cc(C(N)CO)nn3)CC2)nc(N2CCN(C(=O)[C@H](CCC(=O)O)n3cc(C(N)CC(C)C)nn3)CC2)n1 (some centres undefined)
    20µM*, u
CCc1ccc(NC(=O)c2ccc3ncsc3c2)cc1
    0%, 1%
c1csc(-c2nn3c(-c4ccncc4)nnc3s2)c1
    0%, 12%
Cc1cccc(NC(=O)CSc2nnc(NC(=O)c3ccc(S(=O)(=O)N4CCOCC4)cc3)s2)c1C
    -13%, 9%[59 µM]
CCOC(=O)c1[nH]c2cc3c(cc2c1NC(=O)CN1CCCCC1C)OCO3 (centres undefined)
    -6%, -13%[12.7 µM]
CN(CCOC(=O)CN1C(=O)c2ccccc2C1=O)C1=NS(=O)(=O)c2ccccc21
    -13%, 0%
Cc1ccc(NC(=O)Cn2cnc3sc(C(=O)NCCN(C)C)c(C)c3c2=O)cc1Cl
    6%, 20%[59 µM]
c1ccc2c(-c3cn4ccccc4n3)c[nH]c2c1
    u, -45%
CCNC(=O)c1c(N)sc2c1CCCCC2
    5%, u
COc1cccc(-n2c([S-])c(C(=O)Nc3ccc(C(F)(F)F)cc3)[n+]3ccccc23)c1
    -4%, -22%
NC(=O)c1cc([N+](=O)[O-])ccc1NCCN1C(=O)c2ccccc2C1=O
    -3%, -13%
Cn1c(O)c(C=Nc2ccc(Cc3ccncc3)cc2)c(=O)n(C)c1=O
    -27%, -41%[12.7 µM]
CC(=C\c1ccccc1)/C=C1/SC(=S)N(CCC(=O)Nc2ccccn2)C1=O
    u, 40µM*
CCCNC(=O)c1[nH]c(C)c(C(=O)OCC)c1C
    -33%, 15%[59 µM]
CCCCC(CC)Cn1c2nc3ccccc3nc2c2c(=N)oc(C)nc21 (centres undefined)
    5%, -38%[59 µM]
CC(=O)c1ccc(NC(=O)C(C)Sc2nnc(C3CCCCC3)o2)cc1 (centres undefined)
    -15%, 11%
COc1ccc(N(CC(=O)NCCSC2CCCCC2)S(=O)(=O)c2ccccc2)c(OC)c1
    -19%, 23%
Cc1cc(C(=O)CN2C(=O)NC3(CCCc4ccccc43)C2=O)c(C)n1Cc1ccco1 (centres undefined)
    -39%, u
CC(=O)c1sc(-c2c(C)nc3sccn23)nc1C1CCCC1
    -3%, -27%
COc1ccc2c(=O)c3c(=O)n(-c4ccc(C)cc4)c(-c4ccccc4)nc3oc2c1
    -3%, 10%
Cc1ccc(C(=O)Nc2ccc3c(c2)OCO3)cc1Cl
    -3%, 34%[activator]
CC(C)(C)C(=O)/C(C#N)=c1\s/c(=C\c2ccncc2)c(=O)n1CCCN1CCOCC1
    10%, -2%[59 µM]
Cn1c(=O)[nH]c(=O)c2c1nc(N1CCN(c3cccc(Cl)c3)CC1)n2CCCc1ccccc1
    11%, 18µM*
O=[N+]([O-])c1cc(C=Nc2cccc3c(O)cccc23)ccc1Cl
    u, u

A draw from above in order of formula weight, lowest first.
Second line of a record – BAZ2B block, G9a block
O=[N+]([O-])c1cc(C=Nc2cccc3c(O)cccc23)ccc1Cl
    u, u
CCn1c(SCC(=O)c2c(N)n(C)c(=O)n(C)c2=O)nnc1-c1ccccc1
    1%, -29%[59 µM]
CC(C)(C)C(=O)/C(C#N)=c1\s/c(=C\c2ccncc2)c(=O)n1CCCN1CCOCC1
    10%, -2%[59 µM]

Carrying on.
Second line of a record – BAZ2B block, G9a block
CCC(CC)C(=O)Nc1ccncc1
    2%, u
O=C(CCCCC(=O)N1CCN(c2ccccc2)CC1)N1CCN(c2ccccc2)CC1
    -3%, 17%
CCCn1c(=O)c(C(=O)Nc2cnccn2)c(O)c2ccccc21
    0%, -35%[12.7 µM]
COC(=O)c1sccc1-c1ccc(C(N)=O)o1
    u, 50µM*
N#Cc1c(-c2ccccc2)cc(-c2ccco2)c(C#N)c1N
    -1%, u
Cc1ccc(NCN2C(=O)C3C4CCC(C4)C3C2=O)cc1 (centres undefined)
    3%, -3%
CCOC(=O)/C=c1\s/c(=C\c2sccc2C)c(=O)n1CC(=O)NCc1ccc(C)cc1
    -4%, 22%
Cc1ccc(C(=O)C(NC(=O)c2ccco2)Nc2sc3c(c2C(N)=O)CCCC3)cc1 (centres undefined)
    u, 13µM*
Cc1ccc(OCc2nn3c(-c4n[nH]c5c4CCC5)nnc3s2)cc1
    u, -35%[59 µM]
CNCCCNCc1ccc(SC)cc1
    6%, 19%[12.7 µM]
COc1ccc2[nH]c(=O)c(CN(Cc3cccs3)C(=S)Nc3ccccc3)cc2c1
    -20%, -45%[59 µM]
CCOC(=O)c1cc2c(=O)n3cc(C)ccc3nc2n(Cc2cccnc2)c1=N
    1%, -4%[59 µM]
CC(C)(Oc1ccc(-c2ccco2)cc1)C(=O)O
    -37%, u
Oc1ccc(N=C/C=C/c2ccc(Br)cc2)cc1-c1nc2ccccc2s1
    u, u
O=C(CSCc1ccco1)c1ccc(Cl)s1
    u, u
CCn1c(SCC(=O)NCc2ccco2)nnc1-c1ccncc1
    -25%, -29%
CCOC(=O)Cc1nc2ccccc2o1
    -13%, -7%
Cc1cccc2cc(CN(Cc3ccco3)C(=O)N3CCCC3)c(=O)[nH]c12
    5%, -5%[12.7 µM]
Cc1ccc2cc(CN(Cc3cccs3)Cc3nnnn3C(C)(C)C)c3nnnn3c2c1
    4%, 5%[2.33 µM]
CCC(C(=O)OCC(=O)Nc1cccc(S(=O)(=O)NC2=NCCCCC2)c1)c1ccccc1 (centres undefined)
    7%, u
CCCOc1ccc(/C(O)=C2/C(=O)C(=O)N(CCOC)C2c2cccnc2)cc1 (centres undefined)
    -9%, u
O=C(Nc1nc2ccc([N+](=O)[O-])cc2s1)c1ccco1
    -19%, 26%
Fc1ccc2[nH]c3c(N4CCN(C5CCCCC5)CC4)ncnc3c2c1
    -16%, u
CC(C)CC1NC(=O)c2ccccc2-n2c1nc1cc(F)ccc1c2=O (centres undefined)
    2%, 8%[0.501 µM]
Cc1ccc(C2CC(c3cccs3)=NN2C(=O)CSc2nc(=O)n3ccc(C)cc3n2)cc1 (centres undefined)
    -36%, -41%
COCc1cc(C)nc(OCC(=O)N/N=C/c2ccc(-c3cccc([N+](=O)[O-])c3)o2)c1C#N
    -36%, 50µM*
O=[N+]([O-])c1ccc(Cl)c(/C=N/n2c(-c3cccnc3)n[nH]c2=S)c1
    -19%, 5.6µM*
Cc1ccc(C(=O)COC(=O)c2cnccn2)cc1C
    -5%, 25%
Cc1oc2c(c(C)cc3oc(=O)c(CC(=O)NCC(=O)NCC(=O)O)c(C)c32)c1C
    26%, -2%
Cn1c(=O)c(C(=O)COC(=O)c2cc(C(F)(F)F)nc3ccccc23)c(N)n(Cc2ccccc2)c1=O
    -26%, u
Clc1cccc(-c2ccc3ncnc(NCc4ccc5c(c4)OCO5)c3c2)c1
    -33%, 1%[12.7 µM]
CCCCNC(=O)C(c1ccc(-c2ccccc2)cc1)N(CCN1CCOCC1)C(=O)CCCCCN1C(=O)NC(c2ccc([N+](=O)[O-])cc2)C(C(=O)OCc2ccccc2)=C1C (centres undefined)
    -8%, u
CNCCCOc1ccc(C(C)(C)c2ccccc2)cc1
    79µM*, 7.9µM*
O=C(C1=C[C@H](c2ccccc2)C[C@H](OCc2ccc(CO)cc2)O1)N1CCCCCCC1
    -14%, 11%[59 µM]
COc1ccc(OCC(=O)NNC(=S)NC(=O)C2CCCCC2)cc1
    -7%, 13µM*
COc1ccc(N(C)C(=S)Oc2ccc(C(=O)Nc3ccccc3)cc2)cc1
    5%, 24%[59 µM]
Cc1nc(SCc2nnc(-c3ccc(Cl)cc3)o2)c2c3c(sc2n1)CCC3
    15%, -6%[59 µM]
CCc1nn2c(=O)cc(N3CCN(c4cc(C)nc5ccccc45)CC3)nc2s1
    10%, 6%[59 µM]
CC(=O)c1cccc(NC(=O)Nc2cc3sccc3n2C)c1
    u, u
CCOC(=O)/C(C(=O)Nc1ccc(Cl)cc1Cl)=C1/NC(C)(C)Cc2ccccc21
    -8%, -1%[59 µM]
COCCN1C(=S)N[C@@H](c2ccccc2)C(C(=O)OC)=C1C
    u, 21%[12.7 µM]
CC(C)c1ccc(NC(=O)CSc2nc3c(c(=O)[nH]2)CCC3)cc1
    8%, -39%[59 µM]
C=CC[C@@H]1C=C[C@H](O/N=C/c2ccc(C(=O)N3[C@H](c4ccc(C)cc4)[C@@H](C)CC[C@H]3C(=O)OC)cc2)[C@@H](CO)O1
    u, u

Full records, quoted from the list. Order of screens: BAZ2B block | G9a block
C=CC[C@@H]1C=C[C@H](O/N=C/c2ccc(C(=O)N3[C@H](c4ccc(C)cc4)[C@@H](C)CC[C@H]3C(=O)OC)cc2)[C@@H](CO)O1 is entered as u | u
CNCCCOc1ccc(C(C)(C)c2ccccc2)cc1 is entered as 79µM* | 7.9µM*
COc1ccc(OCC(=O)NNC(=S)NC(=O)C2CCCCC2)cc1 is entered as -7% | 13µM*
CCCCNC(=O)C(c1ccc(-c2ccccc2)cc1)N(CCN1CCOCC1)C(=O)CCCCCN1C(=O)NC(c2ccc([N+](=O)[O-])cc2)C(C(=O)OCc2ccccc2)=C1C (centres undefined) is entered as -8% | u
